Assay outcomes deposited in PubChem BioAssay by The Scripps Research Institute Molecular Screening Center.
SRC3 TRFRET art: TR-FRET detection interference compounds, artefact control for PPARgamma SRC-3 recruitment agonists, biochemical, TR-FRET ratio. TR-FRET artefact counter-screen, PPARgamma/SRC-3 format; stronger effect = higher value. TR-FRET ratio at 8 µM. hit rate 0.39% among 99,000. AID 1048, 2008; in the data active = TR-FRET ratio above about 2000; note: inactives centre near 1600
SRC1 TRFRET art: TR-FRET detection interference compounds, primary screen, artefact control for PPARgamma SRC-1 recruitment agonists, biochemical, TR-FRET emission ratio; TR-FRET ratio at 8 µM; hit rate 0.34% among 99,000; TR-FRET detection artefact counter-screen; stronger effect = higher value; in the data active = TR-FRET ratio above about 2300; note: inactives centre near 1800
Starred values were filed as active, the others as inactive; & = joins results of further samples.

No.	SMILES	SRC3 TRFRET art	SRC1 TRFRET art
1	CC/C(=N\N1CCN(C)CC1)c1c(O)[nH]c(=O)[nH]c1=O	1450	1512
2	CC[C@@H](CO)NC(=O)[C@@H]1C=C2c3cccc4c3c(cn4C)C[C@H]2N(C)C1	1795	1983
3	C[C@]12CC[C@@H](O)C[C@@H]1CC[C@@H]1[C@@H]2CC[C@]2(C)C(=O)CC[C@@H]12	1475	1542
4	O=c1[nH]c(=O)n(-c2ccccc2)c(O)c1/C=C/C=Nc1ccccc1	1761	1934
5	CCN1CCN(c2ccc(NC(C)=O)cc2Cl)CC1	1709	1613
6	O/N=C1\CCC2CN(C3CCCCC3)CC2C1 (centres undefined)	1689	1829
7	CN1C(=O)C(=Cc2cc([N+](=O)[O-])ccc2N2CCCCC2)C(=O)N(C)C1=O	1742	2006
8	CCOc1ccccc1OCC(=O)Nc1ccc(Cl)cc1C(=O)c1ccccc1	1576	1670
9	N#CC1(c2ccccc2)CCN(C2CC(=O)N(c3cccc(F)c3)C2=O)CC1 (centres undefined)	1733	1702
10	O=c1[nH]c(=O)n(-c2ccc(Cl)cc2)c(O)c1C=NCCN1CCCCC1	1524	1656
11	CC(C(=O)Nc1ccc(Cl)cc1Cl)N1CC=C(c2ccccc2)CC1 (centres undefined)	1700	1757
12	COc1ccc(C2CN(C)CC2C(=O)c2ccc(F)cc2)cc1Cl (centres undefined)	1510	1860
13	O=C(CN1CC(c2ccccc2)CC1=O)Nc1cccc(F)c1 (centres undefined)	1791	1804
14	Cc1cccc(C)c1OC(=O)Cc1ccccc1	1865	1720
15	Cc1ccc2c(CN3CC=C(c4ccccc4)CC3)cc(=O)oc2c1C	1786	1955
16	Cc1ccc2c(c1)C1CN(C)CCC1N2C(=O)/C(C#N)=C/c1ccc2c(c1)OCO2 (centres undefined)	1545	2034
17	COc1ccc(-c2cc(=NCCCCCC(=O)O)c3cc(C)ccc3o2)cc1	1594	1652
18	Cc1cc(Br)ccc1N1C(=O)CC(=O)NC1=O	1640	1876
19	N#Cc1c(/N=C/C2C(=O)NC(=S)NC2=O)sc2c1CCCC2	1593	1776
20	CCCC[N+]1(C)[C@@H]2CC(OC(=O)[C@H](CO)c3ccccc3)C[C@H]1[C@@H]1O[C@@H]12 (some centres undefined)	1453	1772
21	COc1cc(CN2CCCC(C(=O)c3sccc3C)C2)cc(Cl)c1O (centres undefined)	1243	1718
22	CCN(CC)S(=O)(=O)N1CCC(C(=O)N2CCC3(CC2)OCCO3)CC1	1643	1898
23	O=c1[nH]c(=O)n(Cc2ccccc2)c(O)c1/C=C1\C=Nc2ccccc21	1703	2022
24	CCn1ccnc1CN1CCCC(C(=O)c2cc(C)c(OC)c(C)c2)C1 (centres undefined)	1451	1671
25	N=C1c2ccccc2CN1c1cccc([N+](=O)[O-])c1	1548	1590

Four of these compounds in another layout:
20: CCCC[N+]1(C)[C@@H]2CC(OC(=O)[C@H](CO)c3ccccc3)C[C@H]1[C@@H]1O[C@@H]12 (some centres undefined)
  SRC3 TRFRET art = 1453	SRC1 TRFRET art = 1772
13: O=C(CN1CC(c2ccccc2)CC1=O)Nc1cccc(F)c1 (centres undefined)
  SRC3 TRFRET art = 1791	SRC1 TRFRET art = 1804
8: CCOc1ccccc1OCC(=O)Nc1ccc(Cl)cc1C(=O)c1ccccc1
  SRC3 TRFRET art = 1576	SRC1 TRFRET art = 1670
25: N=C1c2ccccc2CN1c1cccc([N+](=O)[O-])c1
  SRC3 TRFRET art = 1548	SRC1 TRFRET art = 1590

From compound 22 up to 25, as listed above:
No.	SMILES	SRC3 TRFRET art	SRC1 TRFRET art
22	CCN(CC)S(=O)(=O)N1CCC(C(=O)N2CCC3(CC2)OCCO3)CC1	1643	1898
23	O=c1[nH]c(=O)n(Cc2ccccc2)c(O)c1/C=C1\C=Nc2ccccc21	1703	2022
24	CCn1ccnc1CN1CCCC(C(=O)c2cc(C)c(OC)c(C)c2)C1 (centres undefined)	1451	1671
25	N=C1c2ccccc2CN1c1cccc([N+](=O)[O-])c1	1548	1590

The listing continues.
No.	SMILES	SRC3 TRFRET art	SRC1 TRFRET art
26	O=C1NC(=S)N(c2ccccc2)C(=O)C1C(c1ccncc1)C1C(=O)NC(=S)N(c2ccccc2)C1=O (centres undefined)	1522	1740
27	CN1CCN(c2c(F)cc([N+](=O)[O-])c(N)c2Br)CC1	1346	1723
28	O=[N+]([O-])/C=C1\NCCN1Cc1ccc(Cl)nc1	1473&1462	1875&1564
29	COc1ccc(N2C(=O)NC(=O)/C(=C\c3ccc([N+](=O)[O-])s3)C2=O)cc1	1646	1953
30	CCCCCCC[n+]1ccc(-c2cc[n+](CCCCCCC)cc2)cc1	1332	1739
31	Cc1cc(Oc2ccc(C(F)(F)F)cc2[N+](=O)[O-])c2c3c(c(=O)oc2c1)CCCC3	1583	1743
32	COc1cc(CC2(CCc3ccncc3)C(=O)NC(=O)NC2=O)cc(OC)c1OC	1565	1808
33	CN1C(=O)c2ccccc2NC(=O)C1Cc1ccccc1 (centres undefined)	1554	1590
34	CC(=O)N1N=C2C3CCN(CC3)C2C1c1ccc(C)cc1 (centres undefined)	1699	1912
35	O=C(CN1CC(c2ccccc2)CC1=O)NCc1ccc(F)cc1 (centres undefined)	1581	1761
36	CCOP(=O)(OCC)C(O)c1ccc(Br)cc1 (centres undefined)	1806	1747
37	CCOP(=O)(OCC)C(NC(=O)CN1C(=O)c2ccccc2S1(=O)=O)C(Cl)(Cl)Cl (centres undefined)	1516	1531
38	CC(C)OP(=O)(O)NC(=O)c1ccccc1	1432	1779
39	C[C@H](O)[C@H]1CC[C@H]2[C@@H]3CCC4=CC(=O)CC[C@]4(C)[C@H]3CC[C@]12C	1625	1706
40	N=C1c2ccccc2CN1NC(=O)C1CC1	1520	1986
41	CC12CCC3C(CC=C4CC5(CCC43C)OCCO5)C1CCC2=O (centres undefined)	1574	1612
42	COc1cccc(C(=O)C2CCCN(Cc3cccc(C)n3)C2)c1 (centres undefined)	1442	1614
43	COC(=O)[C@H]1C[C@@H]1[C@H](NP(=O)(c1ccccc1)c1ccccc1)c1ccccc1	1622	1803
44	Nc1c([N+](=O)[O-])cc(F)c(N2CCNCC2)c1Br	1349	1753
45	CP(=O)(O)CN1CCCCC1	1369	1603
46	O=C1NC(=O)N(Cc2ccccc2)C(=O)/C1=C\c1ccco1	1812	1940
47	O=C(c1ccc(N2CC3CC(C2)c2cccc(=O)n2C3)c([N+](=O)[O-])c1)N1CCCCC1 (centres undefined)	1564	1774
48	COc1ccc(NC(=O)c2c(C)nn(Cc3ccccc3Cl)c2Cl)cc1Cl	1659	1648
49	c1ccc(P(c2ccccn2)c2ccccn2)cc1	1448	1873
50	COc1cc(/C=C/C(=O)c2c(O)n(CCc3ccccc3)c(=O)[nH]c2=O)ccc1O	1474	1868
51	Cc1ccc2c(c1)N(N=O)CCC2	1439	1964
52	Cc1ccsc1C(=O)C1CCCN(Cc2cnc(N3CCOCC3)s2)C1 (centres undefined)	1674	1479
53	O=C(c1ccc(Cl)cc1)C1CCCN(Cc2cccc3cnccc23)C1 (centres undefined)	1541	2003
54	Nc1cncc(C(=O)O)c1	1609	1639
55	O=C(c1ccc2c(c1)ncn2-c1ccc(F)cc1F)N1CCC2(CC1)OCCO2	1522	1805
56	O=C(Cc1ccccc1)OCCN1CCOCC1	1389	1483
57	O=C1NC(=O)N(Cc2ccccc2)C(=O)/C1=C/N1CCCc2ccccc21	1494	1536
58	COc1ccc(N/N=C/c2c(O)n(-c3ccc(C)c(C)c3)c(=O)[nH]c2=O)cc1	1496	1845
59	C#CC[N+]1(C)C2CCC1CC(O)C2 (centres undefined)	1575	1683
60	CC1=CC(=C2C(=O)NC(=S)NC2=O)C=C(C(F)(F)F)N1CCc1ccccc1	1649	1745
61	Cc1cccc(NC2=NCCCS2)c1C	1354	1878
62	CCOC(=O)C1=C(NC(=S)NC(=O)c2ccccc2)c2ccccc2CC12CCCC2	1537	1692
63	CCOC(=O)C1(CCOc2ccccc2)CCN(C2Cc3ccccc3C2)CC1	1437	1778
64	COc1ccc(Cn2c(O)c(/C=N/NC(=O)c3ccccc3)c(=O)[nH]c2=O)cc1	1487	1587
65	N#CC1(c2ccccc2)CCN(C2CC(=O)N(c3ccc4c(c3)OCO4)C2=O)CC1 (centres undefined)	1712	1772
66	CC(=O)N1CN2CN(C(C)=O)CC(C(=O)c3ccc([N+](=O)[O-])cc3)(C2)C1	1744	1609
67	O=C(NCc1cccnc1)C(Cl)(Cl)Cl	1613	2008
68	CC(C)=CCOc1c2occc2cc2ccc(=O)oc12	1475	1767
69	CCOC(=O)c1nc2ccccc2c(=O)n1-c1ccc(C)cc1C	1492	1557
70	CCCCOC(=O)COc1cc(C)cc2oc(=O)c3c(c12)CCC3	1531	1891
71	O=C(O)C1C2CCC(O2)C1C(=O)NC1CCCCC1 (centres undefined)	1631	1730
72	COc1ccc(CC2C(=O)N(C)C(=O)N(C)C2=O)c(OC)c1	1451	2021
73	CCC(C#N)(CC)P(=S)(c1ccccc1)c1ccccc1	1618	1886
74	CC(C)OCCCNC(=O)c1c(N)n(Cc2cccs2)c2nc3ccccc3nc12	1626	1679
75	CNC(=O)c1cccn(Cc2ccc(C(F)(F)F)cc2)c1=O	1628	1872

Going on with the list.
No.	SMILES	SRC3 TRFRET art	SRC1 TRFRET art
76	COC(=O)C(O)(c1ccc(N(C)C(=O)COc2ccccc2)cc1)C(F)(F)F (centres undefined)	1629	2013
77	Cc1cccc(CN2CCCC(C(=O)c3ccc4c(c3)OCO4)C2)n1 (centres undefined)	1694	2010
78	CCN(CC)S(=O)(=O)c1ccc(C)c(NCC(=O)Nc2ccc(C#N)c(Cl)c2)c1	1545	1586
79	O=[N+]([O-])[N-][n+]1cnn(Cc2ccc(Cl)cc2)c1	1740	1729
80	CC1(C)CC(n2[nH]c(=O)c3c2NC(=O)CSC3c2ccc(F)cc2)CCO1 (centres undefined)	1722	1806
81	COc1cc(CN2CCCC(C(=O)c3sccc3C)C2)cc(OC)c1O (centres undefined)	1687	1793
82	Cc1c2cnn(CC(=O)N3CCC4(CC3)OCCO4)c(=O)c2c(C)n1Cc1ccccc1F	1664	1853
83	CCc1nc2ccccc2c(=O)n1-c1ccccc1[N+](=O)[O-]	1505	1722
84	O=C1c2cccc3cccc(c23)C(=O)N1/N=C/c1c(O)n(-c2ccccc2)c(=O)[nH]c1=O	1593	1812
85	CCC12CN3CCN(CC(C3)/C1=N/NC(=O)c1ccncc1)C2	1476	2077
86	O=C(O)c1cccc2c1NC(C(=O)O)C1CC(Sc3ccccc3[N+](=O)[O-])C(Cl)C21 (centres undefined)	1750	1785
87	CN1C(=O)COc2c(C(=O)NC3CN4CCC3CC4)cc(Cl)cc21 (centres undefined)	1289	1654
88	O=c1[nH]c2ccccc2c(=O)n1-c1ccc(Cl)cc1Cl	1500	1869
89	CN1CCN(c2ccc([N+](=O)[O-])cc2Cl)CC1	1570	1596
90	Cc1cc(Br)c(NC(=O)CN2CC=C(c3ccccc3)CC2)c(Br)c1	1659	1501
91	CCCNc1nc(OC)nc(N2CC3CC(C2)c2cccc(=O)n2C3)n1 (centres undefined)	1582	1861
92	CCC(CO)(C(=O)OC1C[N+]2(C)CCC1CC2)c1ccccc1 (centres undefined)	1633	1563
93	CCCCn1c(NS(=O)(=O)c2ccc(C)cc2)c(C(=O)OCC)c2nc3ccccc3nc21	1659	1778
94	O=C(C[N+]12CCN(CC1)CC2)NCCc1ccc(Cl)cc1Cl	1595	1823
95	Cc1sc2ncn(CC(=O)NCC(=O)N3CCC4(CC3)OCCO4)c(=O)c2c1C	1563	1720
96	CC(C)NCC(O)c1ccc(C2CCCC2)cc1 (centres undefined)	1739	1886
97	CCCCNC(=S)N1CCn2cccc2C1c1cccnc1 (centres undefined)	1710	1976
98	CC1CCN(CC(=O)c2ccc3c(c2)OCCO3)CC1	1616	1850
99	Cc1ccc(OP(=O)(NCc2ccccc2)Oc2ccc(C)cc2)cc1	1592	1874
100	O=c1[nH]c(=O)n(Cc2ccccc2Cl)c(O)c1/C=C1/C=CC=N1	1524	1921
101	CC(C(O)c1ccccc1)N(C)CCn1cnc2c1c(=O)n(C)c(=O)n2C (centres undefined)	1668	1627
102	O=c1[nH]c(=O)n(Cc2ccccc2)c(O)c1C=NCCN1CCOCC1	1596	1565
103	CN1CCN(S(=O)(=O)c2cnc(Cl)c(Br)c2)CC1	1454	1743
104	O=[N+]([O-])c1ccc(N2CCNCC2)c(Cl)c1	1617	1981
105	CC(C)(C)[C@]1(O)C[C@@H]2OC(=O)C[C@@]23C(=O)O[C@@H]2OC(=O)[C@H](O)[C@]213	1539	1684
106	Cc1ccc(S(=O)(=O)N2CCCCC2)cc1NC(=O)CN1CC=C(c2ccccc2)CC1	1614	1852
107	CCOc1ccc(-n2c(CC)nc3ccccc3c2=O)cc1	1494	1688
108	CN(C)c1ccc(/C=C2\CC3C4CC=C5CC(O)CCC5(C)C4CCC3(C)C2=O)cc1 (centres undefined)	1642	1671
109	Cc1ccccc1CN1CCN(c2ccc(Cl)cc2)CC1	1410	1822
110	CC(C)[N+](C)(CCC(C(N)=O)(c1ccccc1)c1ccccc1)C(C)C	1322	1739
111	CCN(CC)C(=O)c1ccc(NC(=O)c2ccc(-c3nn(C)c(=O)c4ccccc34)cc2)cc1	1623	1624
112	c1ccc(CCN2CCC(N3CCN(c4ccccc4)CC3)CC2)cc1	1470	1920
113	CCN(CC)c1ccc(/C=C/[N+](=O)[O-])cc1	1671	1723
114	CCOc1cc(CNCCc2c[nH]c3ccccc23)cc(Cl)c1OCC	1611	1859
115	CCN1C(=O)C(=Cc2cc(C)n(C3CC3)c2C)C(=O)N(CC)C1=S	1664	1925
116	O=C(Nc1cccc(OC(=O)N2CCCCC2)c1)N1CCOCC1	1454	1671

The list is partial, so the mix of outcomes need not match the whole.
